Pf growth 48h – inhibits P. falciparum growth in the first generation, 48 h; 310,000 compounds, 5.9% hits; P. falciparum luciferase growth in erythrocytes, 48 h; AID 504832; Potency, µM (series often up to 28.7 µM), inactives show at the top dose activity change, negative = inhibition, hits mostly inhibitors; note: potency is the fitted concentration of half-maximal effect; % is set by controls: 0 for no effect and ±100 for the full control effect
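Here the parasites carry a stable luciferase gene and grow inside erythrocytes in Albumax-based RPMI medium with compound for one erythrocytic cycle. Activity is scored as loss of luminescent signal.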
Shiga inhibitor – inhibitors of Shiga toxin in Vero cells. Vero cells, Shiga toxin protein synthesis inhibition reporter. inhibition, % at 38.7 µM. 290,000 compounds, 9.2% hits; in the data active = inhibition mostly above about 28%, no sharp cut-off; inactive = mostly below about 43%; note: 0% is about no effect
HCV inh – blocks hepatitis C virus; Potency, µM (titrated, usually from 41.8 µM), inactives show at the top dose activity change, negative = inhibition, actives largely listed as inhibitors; Huh7.5.1 HCVcc-Cre infection, luciferase reporter, 44 h; 340,000 compounds, 3.4% hits; note: potency is the fitted concentration of half-maximal effect; % is set by controls: 0 for no effect and ±100 for the full control effect
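HCVcc-Cre virus at an moi near 0.5 was added right after compound to cells cultured 4 h from seeding (1,000 cells/well). Luciferase activity was determined 44 h later, 15 min after substrate addition at RT.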
FBPA Giardia inh – blocks Giardia fructose-bisphosphate aldolase activity. purified Giardia FBPA. Potency, µM (highest dose often 59.6 µM), for inactives: at the highest dose activity, negative = inhibition, most hits filed as inhibitors. A8B2U2. 290,000 compounds, 0.71% hits; note: potency is the fitted concentration of half-maximal effect; % is set by controls: 0 for no effect and ±100 for the full control effect; nearly all actives have a fitted effect of over 55% in size
Target sequence (A8B2U2 whole entry, looked up): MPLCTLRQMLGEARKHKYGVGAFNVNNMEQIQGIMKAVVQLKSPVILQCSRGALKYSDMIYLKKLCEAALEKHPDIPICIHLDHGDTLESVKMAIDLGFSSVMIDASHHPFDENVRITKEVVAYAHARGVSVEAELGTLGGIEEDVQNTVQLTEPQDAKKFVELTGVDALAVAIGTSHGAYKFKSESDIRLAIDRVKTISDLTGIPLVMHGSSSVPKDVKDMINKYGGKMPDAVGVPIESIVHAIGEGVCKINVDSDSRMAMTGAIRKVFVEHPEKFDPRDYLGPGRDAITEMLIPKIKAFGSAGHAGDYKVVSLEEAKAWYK
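Giardia FBPA (40 nM reagent) was preincubated 10 min at RT with compound (up to 57.5 uM final), then substrate plus GAPDH/TPI/NAD/arsenate coupling system with diaphorase/resazurin was added; resorufin fluorescence (525/598 nm) was read after 20 min.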
Cycloheximide cs – counter-screen for Shiga toxin inhibitors: cycloheximide protein synthesis inhibition; cell reporter, cycloheximide protein synthesis inhibition counterscreen; max response, %; 300,000 compounds, 12% hits; in the data active = max response mostly above about 13%, no sharp cut-off; inactive = mostly below about 14%; note: read at 38.3 µM for the half of the compounds with a filed dose; 0% is about no effect
Pf growth 96h – P. falciparum growth inhibition at 96 hours. P. falciparum luciferase reporter growth, 96 h. Potency, µM (titrated, usually from 28.7 µM), for inactives: at the highest dose activity change, negative = inhibition, actives largely listed as inhibitors. 320,000 compounds, 6.9% hits; note: potency is the fitted concentration of half-maximal effect; % is set by controls: 0 for no effect and ±100 for the full control effect
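96 h incubation, 37 C, 5% CO2, of luciferase-reporter P. falciparum-infected RBCs (2% hematocrit, 0.05% parasitemia final) with test compounds; endpoint luminescence.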
An asterisk follows results filed as active; u = inconclusive; x = not tested or not shown; & = joins results of further samples; [ ] = dose if it differs, or a comment. Unless noted, calls come from the whole dose curve; as a rule, active = well fitted curve in the direction sought with a large enough effect; inconclusive = small, poorly fitted or top-dose-only effect, or another doubt; inactive = no such curve, though single readings can be large; an effect the other way counts as inactive or inconclusive.

Preview (two entries):
Short forms – A = Pf growth 48h; B = Shiga inhibitor; C = HCV inh; D = FBPA Giardia inh; E = Cycloheximide cs; F = Pf growth 96h
#1 Cc1ccc(C(=O)c2nccn2C)cc1C
  A = 37%[activator]; B = 46; C = 15%; D = -17%; E = 42*; F = 60%[activator]

#2 Nn1c(CN2CCCCC2)nc2ccccc2c1=O
  A = 32%[activator]; B = -2; C = -6%; D = 3%; E = -1; F = 2.3µM*

This part in full, from the start:
Short forms – A = Pf growth 48h; B = Shiga inhibitor; C = HCV inh; D = FBPA Giardia inh; E = Cycloheximide cs; F = Pf growth 96h
#1 Cc1ccc(C(=O)c2nccn2C)cc1C
  A = 37%[activator]; B = 46; C = 15%; D = -17%; E = 42*; F = 60%[activator]

#2 Nn1c(CN2CCCCC2)nc2ccccc2c1=O
  A = 32%[activator]; B = -2; C = -6%; D = 3%; E = -1; F = 2.3µM*

#3 O=C(O)c1cccc(NC(=S)NC(NC(=O)c2ccccc2[N+](=O)[O-])C(Cl)(Cl)Cl)c1 (configuration not stated)
  A = -2%; B = 22; C = 19%; D = 9%; E = 7; F = -25%

#4 COc1cccc(-c2nn(Cc3ccccc3)cc2CO)c1
  A = 40%[activator]; B = 90*; C = -4%; D = 1%; E = 45*; F = 71%[activator]

#5 CC1(C(=O)O)CC(C)(C(=O)O)CC(C)(C(=O)O)C1 (configuration not stated)
  A = -3%; B = -3; C = -1%; D = 0%; E = 3; F = x

#6 O=C(NC1CCCCCC1)C1CCCN(c2ncccn2)C1 (configuration not stated)
  A = u; B = 38; C = -3%; D = 3%; E = 24*; F = 0%

#7 CCC(=O)Oc1ccc(-c2nc(-c3cccnc3)no2)cc1
  A = 146%[activator]; B = 32*; C = -19%; D = 1%; E = 22*; F = 212%[activator]

#8 COc1ccc(OCc2cc(C(=O)N3CCCC(CO)C3)no2)c2ccccc12 (configuration not stated)
  A = -10%; B = 84*; C = u; D = x; E = 44*; F = 52%[activator]

#9 Cc1[nH]nc2c1C1(CCC(c3ccccc3)CC1)C(C#N)=C(N)O2 (configuration not stated)
  A = -22%; B = 30; C = -21%; D = 9%; E = 0; F = -5%

#10 CCCCC1(CC)C(=O)NC(=O)NC1=Nc1ccc(OC)cc1 (configuration not stated)
  A = 3%; B = 27; C = 13%; D = 2%; E = 1; F = x

#11 O=C(NCCNCCO)C1(C(F)(F)F)C/C(=C\Cc2ccccc2)CCCO1 (configuration not stated)
  A = x; B = -4; C = -9%; D = 8%; E = 1; F = x

#12 Cc1ccc(C(=O)N2CCN(C(=O)c3ccccc3)C2c2ccc(N(C)C)cc2)cc1 (configuration not stated)
  A = -14%; B = 13; C = 13%; D = 1%; E = 5; F = 47%[activator]

#13 CCc1cccc(C)c1NC(=O)CSc1nnc(C)o1
  A = 4%; B = -29; C = 9%; D = x; E = 12; F = 199%[activator]

#14 NC(=O)c1cc(S(=O)(=O)N2CCOCC2)ccc1N1CCCC1
  A = 33%[activator]; B = -11; C = 5%; D = 3%; E = -2; F = 16%

#15 O=C(CSc1ncn[nH]1)NNC(=O)c1ccccc1
  A = -12%; B = x; C = 0%; D = x; E = x; F = -26%

#16 CC(=O)c1c(COC(=O)c2ccc(Cl)cc2)nc2ccccc2[n+]1[O-]
  A = -6%; B = 1; C = 7%; D = -2%; E = 2; F = -19%

#17 COc1ccccc1CNS(=O)(=O)c1cccc2nsnc12
  A = -2%; B = -9; C = -24%; D = x; E = -1; F = -14%

#18 COCc1nc2ccccc2n1CCc1ccccc1
  A = -11%; B = -5; C = 15%; D = -9%; E = 0; F = u

#19 CCN(CC(=O)NCc1ccc(F)cc1)C(=O)c1ccc(COc2ccccc2)cc1
  A = 22%; B = 99*; C = u; D = 10%; E = 52*; F = 29%

#20 O=C(Nc1ccc(Cl)cc1)C1C2CCC3C(CCC21)C3(Cl)Cl (configuration not stated)
  A = u; B = 1; C = u; D = 1%; E = -1; F = u

#21 O=C(CSc1nnc(CNC(=O)c2cccc(C(F)(F)F)c2)o1)NC1CCCC1
  A = 8%; B = -9; C = x; D = x; E = -2; F = 16%

#22 Cc1ccc(-c2nnn3c2nc(Cl)c2ccccc23)cc1
  A = 39%[activator]; B = 9; C = -17%; D = 4%; E = 20; F = 34%[activator]

#23 Cc1ccccc1OCCC(=O)Nc1cccc(S(=O)(=O)Nc2ccccc2Cl)c1
  A = 2%; B = 28; C = 8%; D = -3%; E = -6; F = -19%

#24 Cc1ccc(NC(=O)CCN2CCCCC2)cc1
  A = 172%[activator]; B = 41*; C = 2%; D = -18%; E = 29*; F = -10%

#25 CC(C(=O)Nc1ccc(F)c(F)c1F)N1CCCCCC1 (configuration not stated)
  A = -3%; B = -10; C = 17%; D = -7%; E = -2; F = 2%[5.75 µM]

#26 Cc1cccc(C(=O)NNC(=O)c2ccc(S(=O)(=O)N3CCOCC3)cc2)c1
  A = 5%; B = -10; C = 18%; D = -2%; E = -4; F = u

#27 Cc1cnc(C(=O)N2CCCC(N3CCN(c4ccccc4C)CC3)C2)cn1 (configuration not stated)
  A = -10%; B = -22; C = 27%; D = x; E = 1; F = 18%

#28 C=CCN1C(=O)C(Cc2ccc(SC(F)F)cc2)SC1=Nc1ccc(C(=O)O)cc1 (configuration not stated)
  A = 0%; B = -8; C = 3%; D = 15%; E = 1; F = 6%

#29 COc1cc2cc(/C=C/C(=O)c3ccco3)c(Cl)nc2cc1OC
  A = -7%; B = 68*; C = -23%; D = -10%; E = 16; F = x

#30 COc1ccc(CC(=O)N2CCN=C2SCc2ccc([N+](=O)[O-])cc2)cc1
  A = -7%; B = -7; C = u; D = 3%; E = -1; F = 8%

#31 CCOc1ccccc1N=C1NC(=O)CS1
  A = 9%; B = -12; C = 5%&1%; D = 1%; E = 0; F = -28%

#32 COc1ccc2c(CC(=O)Nc3ncc(C)s3)coc2c1
  A = 49%[activator]; B = 86*; C = u; D = 1%; E = 33*; F = 113%[activator]

#33 CCN(CC)CCN1C(=O)C(=O)/C(=C(/O)c2c(C)[nH]c(C(=O)OC)c2C)C1c1ccc(OC)cc1 (configuration not stated)
  A = 3%; B = -15; C = 25%; D = 3%; E = -6; F = -24%

#34 O=C(CCCn1c(=O)[nH]c2cc(Cl)ccc2c1=O)NC1CCCCCCC1
  A = 14%; B = -8; C = 15%; D = 0%; E = -1; F = u

#35 CC(C)(C)C1CCC(OCC(O)CN2CCCC2)CC1 (configuration not stated)
  A = -22%; B = -10; C = -17%; D = -2%; E = 8; F = u

#36 C#CC[N+]1(CC#Cc2ccccc2)CCOCC1
  A = x; B = 26; C = 21%; D = 3%; E = 16*; F = -14%

#37 Cc1ccc(-n2c(=O)c3sccc3n(Cc3cc(=O)n4ccccc4n3)c2=O)cc1
  A = 5%; B = 24; C = 34%[activator]; D = 3%; E = 3; F = x

#38 COc1cccc(-c2ccnc3[nH]n(-c4ccccc4)c(=O)c23)c1
  A = 46%[activator]; B = 10; C = 16%; D = u; E = 1; F = -46%

#39 Cc1c(NC(=O)C(C)OC(=O)CC2Sc3ccccc3NC2=O)c(=O)n(-c2ccccc2)n1C (configuration not stated)
  A = 16%; B = 25; C = 5%; D = 2%; E = 13*; F = u

#40 CCCN(C(=O)c1cn(CC)c2nc(C)ccc2c1=O)c1c(N)n(Cc2ccccc2)c(=O)[nH]c1=O
  A = 2%; B = 8; C = 5%; D = 1%; E = -3; F = -5%

#41 Cc1cc(C)cc(NC(=S)N(CCN(C)C)Cc2cccs2)c1
  A = u; B = -7; C = -29%; D = -12%; E = 4; F = u

#42 NS(=O)(=O)c1ccc(CCNc2nc(CN3CCOCC3)nc3sc4c(c23)CCC4)cc1
  A = u; B = -4; C = u; D = -1%; E = -3; F = u

#43 CCCCOP(=O)(c1ccc(N(C)C)cc1)C(O)c1cc(OC)c(OC)c(OC)c1 (configuration not stated)
  A = -21%; B = 23; C = 24%; D = 5%; E = -2; F = -25%

#44 CC(NC(=O)COc1ccc(Br)cc1)C1CCCO1 (configuration not stated)
  A = -9%; B = 21; C = 19%; D = x; E = 1; F = 3%

#45 CCCCNC(=S)NNC(=O)c1ccoc1C
  A = 14%; B = 50; C = x; D = 2%; E = 19*; F = 77%[activator]

#46 CCCCCCCCCCCC(=O)NC(Cc1ccc(OC)c([N+](=O)[O-])c1)C(=O)O (configuration not stated)
  A = 9%; B = -7; C = 24%; D = 10%; E = 2; F = -1%

#47 CC(=O)N1CCN(S(=O)(=O)c2cccc(C(=O)Nc3nccs3)c2)CC1
  A = u; B = 12; C = -23%; D = 3%; E = 0; F = u

#48 O=C(Nc1ccc(-c2nc3ccccc3o2)cc1)c1ccc(N2C(=O)C3C4C=CC(C4)C3C2=O)cc1 (configuration not stated)
  A = x; B = 42*; C = 4µM*; D = 8%; E = 22*; F = 1.9µM*

#49 O=C(CC(Cc1ccccc1)C(=O)O)Nc1cccc(C(F)(F)F)c1 (configuration not stated)
  A = -22%; B = -1; C = 36%[activator]; D = 10%; E = -2; F = u

#50 CCOc1ccc(C(=O)N2CCCCCC2)cc1
  A = u; B = 11; C = 21%; D = 0%; E = 1; F = 490%[activator]

#51 C[C@H](NC(=O)C1(c2ccccc2)CCN(C(=O)[C@H]2CSCN2C(=O)OC(C)(C)C)CC1)C(=O)O
  A = -6%; B = -9&-5; C = 10%; D = 4%&3%; E = -2&0; F = -2%

#52 O=C(CN(C(=O)c1csnn1)c1ccc(Cl)cc1)NCc1ccc2c(c1)OCO2
  A = u; B = 49; C = 12%; D = -11%; E = 8; F = -11%

#53 CN1CC(=O)N2C(c3cccc([N+](=O)[O-])c3)c3[nH]c4ccccc4c3C[C@H]2C1=O (some centres not stated)
  A = -16%; B = -6; C = 14%; D = 0%; E = 13; F = -3%

#54 CC1Cc2ccccc2N1C(=O)COC(=O)c1ccc(Br)o1 (configuration not stated)
  A = 11%; B = -3; C = 4%; D = 1%; E = 1; F = 26%

#55 CC1(C)C(=O)NCCN1C(=O)c1ccc2nc(Cc3ccccc3F)oc2c1
  A = 3%; B = 21; C = x; D = x; E = 9; F = u

#56 Cc1nc2ccc(NC(=O)Cc3c(F)cccc3Cl)cc2s1
  A = 52%[activator]; B = 53*; C = 21%; D = 3%; E = 31*; F = 98%[activator]

#57 Cc1noc(C)c1COc1ccc(C(=O)NCCc2ccc(F)cc2)cc1
  A = u; B = x; C = u; D = x; E = x; F = u

#58 CC(=O)Nc1ccc(SCC(=O)c2cc(C)n(C)c2C)cc1
  A = x; B = 29; C = 3%; D = 2%; E = 10; F = 142%[activator]

#59 CCCNC(=O)NC(=O)COC(=O)c1cccc(NS(=O)(=O)c2ccc(F)c(F)c2)c1
  A = 11%; B = -44; C = 11%; D = -1%; E = 8; F = 0%

#60 COc1ccc(Nc2ncc(F)c(N3CCOCC3)n2)cc1
  A = 471%[activator]; B = 68*; C = -17%; D = 1%; E = 28*; F = 12%

Part of the list above in another layout.
No.	Compound	Pf growth 48h	Shiga inhibitor	HCV inh	FBPA Giardia inh	Cycloheximide cs	Pf growth 96h
50	CCOc1ccc(C(=O)N2CCCCCC2)cc1	u	11	21%	0%	1	490%[activator]
51	C[C@H](NC(=O)C1(c2ccccc2)CCN(C(=O)[C@H]2CSCN2C(=O)OC(C)(C)C)CC1)C(=O)O	-6%	-9&-5	10%	4%&3%	-2&0	-2%
52	O=C(CN(C(=O)c1csnn1)c1ccc(Cl)cc1)NCc1ccc2c(c1)OCO2	u	49	12%	-11%	8	-11%

A few values from the results shown:
no. 49 in Cycloheximide cs has -2
no. 53 in HCV inh has 14%

Along the list, as entered above.
HCV inh, nos. 13 to 18: 9%, 5%, 0%, 7%, -24%, 15%

From PubChem
